# Source: PubChem
# OXTR potentiator = potentiates the human oxytocin receptor response; P30559; CHO-OTR cells, Fluo-8 calcium fluorescence, potentiator mode; 0% = oxytocin EC15, 100% = EC100; activation, % at 3 µM; 320,000 tested, 0.061% active;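 active = activation above that plate's cutoff, the mean activation of tested compounds plus 3 SD, cut at about 6.6% in these data, passing the limit was not always enough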;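 note: 100% uses oxytocin at 75 nM as the full agonist control; some results filed as inactive read as strong as hits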
# Target sequence (P30559 whole entry, looked up): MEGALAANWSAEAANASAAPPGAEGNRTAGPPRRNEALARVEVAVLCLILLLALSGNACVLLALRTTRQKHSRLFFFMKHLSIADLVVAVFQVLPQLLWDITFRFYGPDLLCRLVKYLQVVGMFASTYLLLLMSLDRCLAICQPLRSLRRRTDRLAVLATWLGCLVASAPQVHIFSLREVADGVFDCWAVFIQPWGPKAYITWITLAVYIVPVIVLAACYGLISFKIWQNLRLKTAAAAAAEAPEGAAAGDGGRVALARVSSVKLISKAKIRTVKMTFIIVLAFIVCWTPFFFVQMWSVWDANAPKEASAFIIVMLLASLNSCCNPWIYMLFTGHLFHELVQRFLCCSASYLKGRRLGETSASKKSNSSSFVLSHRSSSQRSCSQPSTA
#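 assay system = CHO-OTR cells, human receptor | schedule = compound 6 min at room temperature before oxytocin, 100 s read | detection = Fluo-8 intracellular calcium fluorescence, ex 470-495, em 515-575 nm | evaluation = normalized max/min fluorescence ratio, % activation | control set = EC15 oxytocin alone as 0%, 75 nM oxytocin (EC100) as 100%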
# CHO parental Ca = counter-screen for OX1R antagonists: effect in parental CHO cells; 330,000 tested, 0.63% active; parental CHO-K1, ATP-induced calcium, Fluo-8 fluorescence; inhibition, % at 5.6 µM;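 active = inhibition above that plate's mean sample inhibition plus 3 SD, cut at about 26% in these data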;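 note: 0% = ATP-challenged DMSO wells and 100% = DMSO wells without ATP; some compounds past the cut are filed as inactive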
#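 Material: parental CHO cells / Compound: single nominal dose of 5.6 µM per compound / Signal: Fluo-8 fluorescence / Replicates: singlicate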
# CHO-K1 Ca antag = M1 antagonist counterscreen hit in parental CHO-K1 cells; 360,000 tested, 0.6% active; AID 602250; inhibition, % at 3 µM; ATP-induced calcium, Fluo-8 fluorescence;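 active = inhibition above a per-plate cutoff, the plate's mean sample inhibition plus 3 SD, cut at about 24% in these data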;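 note: 0% = DMSO plus EC80 ATP and 100% = DMSO alone without ATP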
# M1 ag = agonists of human M1 muscarinic receptor; CHO-K1 hM1, Fluo-8 calcium fluorescence, agonist mode; 0% DMSO, 100% acetylcholine EC100; activation, % at 3 µM; 360,000 tested, 0.33% active; AID 588814;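 active = activation above the run's mean compound activation plus 3 SD, cut at about 16% in these data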;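 note: peak over basal fluorescence ratio within a 140 s kinetic read after compound addition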
# M1 antag = human CHRM1 antagonism; P11229; CHO-K1 hM1, Fluo-8 calcium fluorescence, ACh EC80 antagonist; inhibition, % at 3 µM; 360,000 tested, 1.3% active;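 active = percent inhibition above its own plate's cutoff, namely the mean of that plate's compound wells plus 3 SD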;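 note: peak over basal fluorescence ratio during 140 s after agonist addition; 0% = ACh EC80 plus DMSO and 100% = DMSO alone without agonist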
# TAAR1 antag = human TAAR1 antagonism; Q96RJ0; CHO RD-HGA16 TAAR1, Fluo-8 calcium fluorescence, antagonist; inhibition, % at 3 µM; 360,000 tested, 1.5% active; AID 624466;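 active = inhibition above a per-plate cutoff, the mean inhibition of test compounds on that plate plus 3 SD, cut at about 49% in these data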;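 note: 0% = DMSO plus EC80 beta-PEA response and 100% = DMSO alone without agonist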
# Target sequence (Q96RJ0 whole entry, looked up): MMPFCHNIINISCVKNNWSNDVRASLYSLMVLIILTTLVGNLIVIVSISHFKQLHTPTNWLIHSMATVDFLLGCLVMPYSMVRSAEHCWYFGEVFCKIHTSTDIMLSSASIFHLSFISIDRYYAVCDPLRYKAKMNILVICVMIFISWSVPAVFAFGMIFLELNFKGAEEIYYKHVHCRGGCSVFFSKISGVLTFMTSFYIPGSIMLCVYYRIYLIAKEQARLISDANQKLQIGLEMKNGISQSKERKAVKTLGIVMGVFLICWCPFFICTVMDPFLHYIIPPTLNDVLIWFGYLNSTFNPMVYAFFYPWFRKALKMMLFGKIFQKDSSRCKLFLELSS
#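 Test system: RD-HGA16 CHO cells with stable hTAAR1 and Gα16 / Probe or stimulus: EC80 β-phenethylamine stimulus / Times: seeding 17-24 h prior, 75-min 37 °C, 30-min RT dye loading / Detection: Fluo-8 calcium-sensitive fluorescence / Read-out basis: % inhibition scaled between DMSO and EC80 PEA controls / Repeats: singlicate, one well per test compound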
# M1 PAM parental = M1 PAM counterscreen hit in parental CHO-K1 cells; ATP EC20, Fluo-8 calcium fluorescence; 0% at ATP EC20, 100% at ATP max; activation, % at 3 µM; 360,000 tested, 0.02% active;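 active = activation above the run cutoff, the mean activation of all test compounds plus 3 SD, cut at about 40% in these data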;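 note: peak over basal fluorescence ratio in a 140 s read after ATP addition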
# TAAR1 ag = human TAAR1 agonism | Q96RJ0 | CHO RD-HGA16 TAAR1, Fluo-8 calcium fluorescence; vehicle wells 0%, saturating PEA agonist 100% | activation, % at 3 µM | 360,000 tested, 0.99% active | AID 624467;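 active = activation above the mean activation of all test compounds in the run plus 3 SD, cut at about 38% in these data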
#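 System: CHO RD-HGA16 cells carrying human TAAR1 plus Gα16; Incubation: 17-24 h seeding, 75 min 37 °C dye, 30 min RT; Measured by: Fluo-8 fluorescence, 5 s baseline then 140 s kinetic read; Control set: DMSO and PEA EC100; Replication: single well for each compound.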
# M1 ag parental = counter-screen for M1 agonists: effect in parental CHO-K1 cells | Fluo-8 calcium fluorescence; scaled to maximal ATP response, vehicle zero | 360,000 tested, 0.48% active | activation, % at 3 µM; in the data active = activation above about 15%;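 note: untransfected CHO-K1 host cells lacking M1 receptor as counterscreen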
# Numbers without * were called inactive; . = not tested or not shown.
1	Cc1c(NC(=O)CSCc2ccc(Br)cc2)c(=O)n(-c2ccccc2)n1C
2	COc1ccc(CC(=O)Nc2cc(C)ccn2)cc1OC
3	Cc1ccc(NC(=O)CCNS(=O)(=O)c2ccc3c(c2)CCC(=O)N3)cc1C
4	O=C(COC(=O)c1cc(S(=O)(=O)N2CCOCC2)ccc1Cl)NCCc1ccccc1
5	N#Cc1c(/N=C/c2ccco2)sc2c1CCC2
6	Cn1c(SCC(=O)OCc2ccccc2)nnc1-c1ccco1
7	O=C(CNC(=O)Cc1ccc(Cl)cc1)NCC(=O)N1CCCCC1
8	Cc1ccc(CSc2nc3ccccc3c(=O)n2Cc2ccco2)cc1
Assay by compound	1	2	3	4	5	6	7	8
OXTR potentiator	-2	6	-8	-5	-20	-14	0	-13
CHO parental Ca	-14	-8	-14	-20	3	-8	3	-21
CHO-K1 Ca antag	-17	-1	-2	-17	-10	-11	4	12
M1 ag	-3	-2	-2	-4	-3	-2	-2	-4
M1 antag	5	-6	-2	-1	-9	2	0	-2
TAAR1 antag	-14	-22	-26	-6	-12	-9	-24	-5
M1 PAM parental	-6	1	-8	7	22	5	2	-6
TAAR1 ag	-1	2	5	3	0	9	4	14
M1 ag parental	0.5	0.1	-0.1	5.4	3.8	0.0	5.7	-0.3

9	CS(=O)(=O)N(CC(=O)Nc1ccc(S(=O)(=O)N2CCOCC2)cc1)c1cccc(F)c1
10	Cc1cc(NC(=O)CSc2nnnn2C)n(-c2ccccc2)n1
11	Cc1cccc(NC(=O)Nc2cccc(F)c2)n1
12	COc1ccc(CC(=O)Nc2ccc(-c3cn4ccccc4n3)cc2)cc1OC
13	Cc1ccccc1CN(C)C[C@@H]1OCc2cnnn2CCCC(=O)N([C@H](C)CO)C[C@H]1C
14	CC(=O)c1ccc(NC(=O)C2=CC(c3cccs3)=NS(=O)(=O)N2C)cc1
15	Cc1cc(C)cc(-c2nnc(SCC(=O)NC3CC3)o2)c1
16	O=C(CSc1nnc(NC(=O)C2CC2)s1)NCc1ccco1
Assay by compound	9	10	11	12	13	14	15	16
OXTR potentiator	-4	-5	-24	-3	.	-7	3	-7
CHO parental Ca	-1	9	-26	-18	.	6	-10	-2
CHO-K1 Ca antag	5	-8	-6	-3	-8	3	-16	12
M1 ag	-1	-1	-2	-2	-7	2	-5	-8
M1 antag	9	-6	-6	6	-3	22	-12	-5
TAAR1 antag	10	-3	-5	-2	-16	-18	-8	-23
M1 PAM parental	-10	17	-8	15	-6	-26	2	14
TAAR1 ag	9	3	1	0	1	5	1	1
M1 ag parental	0.5	-0.4	3.6	2.0	0.4	8.1	-0.5	0.4

17	O=C(N/N=C/c1c(F)cccc1Cl)C1CC1
18	Cc1c(C=O)c2ccccn2c1C(=O)c1ccc(Cl)c([N+](=O)[O-])c1
19	COc1ccc(S(=O)(=O)NCC(c2ccco2)N2CCOCC2)cc1 (configuration not stated)
20	O=C(CSC1CCCCC1)N1CCN(c2ccccc2)CC1
21	COc1cc(Cl)c(C)cc1NC(=O)CSC
22	COc1ccccc1NC(=O)C(C)n1cnc2c(oc3nc4c(cc32)CCCC4)c1=O (configuration not stated)
23	CCc1ccc(NC(=O)CSc2nnc(C)c(=O)n2N)cc1
24	COCc1c(C(=O)OCC(=O)N(C)C2CCS(=O)(=O)C2)oc2ccccc12 (configuration not stated)
Assay by compound	17	18	19	20	21	22	23	24
OXTR potentiator	-1	4	0	-8	-7	0	-5	2
CHO parental Ca	-4	-17	-4	-5	-16	-12	-5	-17
CHO-K1 Ca antag	1	-6	2	-2	-17	-1	-4	-6
M1 ag	-2	-5	-1	-1	-5	1	-3	-9
M1 antag	0	-4	-6	-23	-11	-11	-8	36*
TAAR1 antag	-10	26	-30	-2	-5	-22	5	-7
M1 PAM parental	-2	-5	4	9	19	6	12	-1
TAAR1 ag	0	1	3	9	8	2	0	3
M1 ag parental	0.5	0.5	0.5	0.6	-0.1	0.9	0.8	0.1

25	Cc1ccc(S(=O)(=O)c2cc3c(=O)n4cccc(C)c4nc3n(C3CCCCC3)c2=N)cc1
26	OC1CCN(CC(O)C(F)(F)F)CC1 (configuration not stated)
27	C/C(N)=C(/C#N)C(=O)COC(=O)CC1CCCC1
28	COc1ccc(C2CCCN2C(=O)Nc2ccc(Cl)cc2)cc1OC (configuration not stated)
29	CCCCC1(CC)COC(c2ccccc2)OC1 (configuration not stated)
30	Cc1ccc(-c2nnn(CC(=O)N(CC3CCCO3)C(C(=O)NCC3CCCO3)c3ccc(F)cc3)n2)o1 (configuration not stated)
31	COc1ccc(OC)c(COC(=O)c2cc([N+](=O)[O-])ccc2N2CCOCC2)c1
32	Cc1ccc2cc(CN(CC3CCCO3)S(=O)(=O)c3cccc4nsnc34)c(=O)[nH]c2c1 (configuration not stated)
Assay by compound	25	26	27	28	29	30	31	32
OXTR potentiator	-13	-1	-16	-9	.	-18	-10	-1
CHO parental Ca	5	-8	-19	3	.	-10	-15	-25
CHO-K1 Ca antag	-1	-17	-16	3	-6	-2	-9	-37
M1 ag	-2	-3	-4	1	-4	-4	-6	-3
M1 antag	-3	8	-6	5	-8	-2	1	10
TAAR1 antag	.	7	-5	1	3	5	0	28
M1 PAM parental	10	15	21	-1	13	9	-7	6
TAAR1 ag	.	0	9	3	4	4	0	17
M1 ag parental	1.3	0.6	0.1	3.9	0.3	-0.2	0.2	2.7

33	C=CCOc1ccc(C[C@H](N)C(=O)NC[C@H]2O[C@@H](n3cc(C)c(=O)[nH]c3=O)C[C@@H]2O)cc1
34	CCOc1ccc(N=Cc2c(O)c3ccccc3oc2=O)cc1
35	Cc1cc(C(=O)N2CCC2(C)C(=O)NCCC#N)nn1C (configuration not stated)
36	COC(=O)C1=C(N)Oc2cc(C)n(Cc3cccnc3)c(=O)c2C1c1cc(OC)ccc1OC (configuration not stated)
37	O=C1c2ccccc2CN1C(CO)Cc1ccccc1 (configuration not stated)
38	N#Cc1cccc(NCC(=O)Nc2ccc3c(c2)OCCO3)c1
39	Cc1ccc(CCCNC(=O)C2CCC(=O)N(Cc3cccc(F)c3)C2)cc1 (configuration not stated)
40	CN1CCN(S(=O)(=O)c2ccc(NC(=O)C(C)(C)C)cc2)CC1
Assay by compound	33	34	35	36	37	38	39	40
OXTR potentiator	.	-8	.	-19	-12	-22	-5	-1
CHO parental Ca	.	-21	.	-20	-7	-10	-22	-8
CHO-K1 Ca antag	-11	-9	-11	0	-4	-15	0	-25
M1 ag	-3	-7	-4	-4	-3	-6	-5	-3
M1 antag	-9	0	-18	0	-6	-16	2	4
TAAR1 antag	-10	0	-8	-3	-10	-6	-7	4
M1 PAM parental	19	22	16	15	13	18	-9	14
TAAR1 ag	0	3	2	4	-1	2	4	8
M1 ag parental	0.7	0.7	0.8	0.9	2.8	1.9	1.1	1.3

41	COc1ccc(C(=O)NCCc2nnc3ccc(SCC(=O)N4CCCCC4)nn23)cc1
42	CC(NC(=S)NC1CCC(C(C)(C)C)CC1)c1ccccc1 (configuration not stated)
43	CCOc1ccc(Cc2c(O)nc(SC)[nH]c2=O)cc1
44	OCC[C@@H]1C[C@@H](O)[C@H](O)[C@]2(CCCc3ccccc3O2)O1
45	Cc1ccccc1NC(C)C(=O)N/N=C/c1ccccc1OCc1cccc(Br)c1 (configuration not stated)
46	Cc1ccc(-c2nc(-c3cccnc3)no2)c(C)c1
47	NS(=O)(=O)c1ccc(CCNC(=O)CC(c2ccccc2)c2ccccc2)cc1
48	Cc1ccc(C(=O)/C=C/Nc2ccc([N+](=O)[O-])cc2Br)cc1
Assay by compound	41	42	43	44	45	46	47	48
OXTR potentiator	1	.	.	-2	-8	-14	1	-7
CHO parental Ca	-13	.	.	-18	-5	-14	-9	1
CHO-K1 Ca antag	-1	-1	0	6	-13	2	-5	-15
M1 ag	-5	-4	-3	-1	-2	-3	-4	-2
M1 antag	-7	5	-12	8	-8	-5	-3	-18
TAAR1 antag	-10	12	-20	-18	3	4	-29	2
M1 PAM parental	1	3	16	-15	14	6	1	20
TAAR1 ag	1	3	1	9	2	6	10	14
M1 ag parental	0.9	1.8	0.7	0.1	0.1	-0.2	0.0	0.5

49	CCc1cccc(N(CC(=O)NC2CCCCC2)C(=O)c2csnn2)c1
50	Cc1ccc(-c2nnc3ccc(SCC(=O)Nc4cc(C)on4)nn23)cc1
51	NC(=O)CC(NC(=O)Cc1cccc2ccccc12)c1ccc(NC2CCCCCCC2)c([N+](=O)[O-])c1 (configuration not stated)
52	C=CC1(C)CN(Cc2ccco2)S(=O)(=O)c2c(F)cccc2O1 (configuration not stated)
53	Cc1ccc2[nH]c(C)c(CC(=O)O)c2c1
54	COc1ccccc1N1CCN(C(=O)c2noc(C(C)C)c2[N+](=O)[O-])CC1
55	CCOC(=O)Cn1c(CN2CC(C)OC(C)C2)nc2c1c(=O)n(C)c(=O)n2C (configuration not stated)
56	COc1ccccc1N(CC(=O)NC(C)(C)C)S(=O)(=O)c1cccs1
Assay by compound	49	50	51	52	53	54	55	56
OXTR potentiator	-3	-4	1	.	7	-6	-5	-8
CHO parental Ca	-17	-25	-12	.	-3	-3	-11	-16
CHO-K1 Ca antag	-12	-9	-8	-8	-6	-2	1	-5
M1 ag	0	-5	-1	-4	-4	2	-4	-4
M1 antag	-22	10	-2	-8	10	4	2	-4
TAAR1 antag	-10	4	-9	-4	5	.	-19	14
M1 PAM parental	16	21	-6	13	-3	1	-2	18
TAAR1 ag	2	4	13	-2	7	.	4	2
M1 ag parental	1.5	1.1	-0.2	0.5	0.5	2.3	-0.3	0.4

# Rewritten as labelled records: part of the list above.
51. NC(=O)CC(NC(=O)Cc1cccc2ccccc12)c1ccc(NC2CCCCCCC2)c([N+](=O)[O-])c1 (configuration not stated)
  OXTR potentiator: 1	CHO parental Ca: -12	CHO-K1 Ca antag: -8	M1 ag: -1	M1 antag: -2	TAAR1 antag: -9	M1 PAM parental: -6	TAAR1 ag: 13	M1 ag parental: -0.2
55. CCOC(=O)Cn1c(CN2CC(C)OC(C)C2)nc2c1c(=O)n(C)c(=O)n2C (configuration not stated)
  OXTR potentiator: -5	CHO parental Ca: -11	CHO-K1 Ca antag: 1	M1 ag: -4	M1 antag: 2	TAAR1 antag: -19	M1 PAM parental: -2	TAAR1 ag: 4	M1 ag parental: -0.3
53. Cc1ccc2[nH]c(C)c(CC(=O)O)c2c1
  OXTR potentiator: 7	CHO parental Ca: -3	CHO-K1 Ca antag: -6	M1 ag: -4	M1 antag: 10	TAAR1 antag: 5	M1 PAM parental: -3	TAAR1 ag: 7	M1 ag parental: 0.5
